LYPLA2 counter = LYPLA2 inhibitors, primary screen, counter-screen for PME1 inhibitor project, biochemical, fluorescence polarization, FP-Rh probe ABPP. Acyl-protein thioesterase 2 (Homo sapiens), O95372. recombinant LYPLA2. inhibition, % at 5.9 µM. 0.38% of 320,000 active. AID 2177, 2009;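 active = inhibition above the screen-wide mean plus 3 SD, limit set per campaign, cut at about 26% in these data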;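 also: 0% = LYPLA2 with DMSO and 100% = wells lacking LYPLA2 enzyme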
PAD4 FP inh = human PAD4 inhibitors, primary screen, biochemical, fluorescence polarization, 1536-well format. recombinant PAD4, RCA probe fluorescence polarization. Protein-arginine deiminase type-4 (Homo sapiens), Q9UM07. inhibition, % at 6.36 µM. 0.41% of 330,000 active;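 active = percent inhibition above a cutoff equal to the mean of all tested compounds plus 3 SD, cut at about 15% in these data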;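 also: 0% = PAD4 with RCA probe and DMSO and 100% = probe without PAD4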
Target sequence (Q9UM07 whole entry, looked up): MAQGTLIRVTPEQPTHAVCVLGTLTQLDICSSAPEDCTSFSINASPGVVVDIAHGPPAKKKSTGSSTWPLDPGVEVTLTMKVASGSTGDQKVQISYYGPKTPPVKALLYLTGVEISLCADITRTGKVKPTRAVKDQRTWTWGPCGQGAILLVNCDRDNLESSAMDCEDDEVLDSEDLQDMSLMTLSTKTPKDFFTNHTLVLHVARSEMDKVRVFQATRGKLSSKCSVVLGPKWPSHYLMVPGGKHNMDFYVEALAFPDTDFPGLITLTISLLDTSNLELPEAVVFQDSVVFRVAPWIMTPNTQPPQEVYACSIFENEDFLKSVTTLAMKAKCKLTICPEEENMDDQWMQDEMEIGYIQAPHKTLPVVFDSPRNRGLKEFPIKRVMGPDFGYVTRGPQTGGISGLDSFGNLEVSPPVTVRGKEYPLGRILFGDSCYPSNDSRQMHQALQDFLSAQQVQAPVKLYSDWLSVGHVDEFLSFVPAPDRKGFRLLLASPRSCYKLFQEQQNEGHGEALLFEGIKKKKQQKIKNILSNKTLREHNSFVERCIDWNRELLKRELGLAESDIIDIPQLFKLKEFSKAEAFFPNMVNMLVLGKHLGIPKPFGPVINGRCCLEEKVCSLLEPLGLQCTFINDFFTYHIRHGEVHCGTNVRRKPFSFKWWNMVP
LYPLA1 counter = LYPLA1 inhibitors, primary screen, counter-screen for PME1 inhibitor project, biochemical, fluorescence polarization, FP-Rh probe ABPP; inhibition, % at 5.9 µM; AID 2174, 2009; 0.16% of 320,000 active; recombinant LYPLA1; Acyl-protein thioesterase 1 (Homo sapiens), O75608;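 active = inhibition above the mean of all tested compounds plus 3 SD, set per campaign, cut at about 14% in these data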;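 also: inhibitors block serine hydrolase probe labeling of LYPLA1 so polarization falls; 0% = enzyme with DMSO and 100% = wells lacking LYPLA1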
Target sequence (O75608 whole entry, looked up): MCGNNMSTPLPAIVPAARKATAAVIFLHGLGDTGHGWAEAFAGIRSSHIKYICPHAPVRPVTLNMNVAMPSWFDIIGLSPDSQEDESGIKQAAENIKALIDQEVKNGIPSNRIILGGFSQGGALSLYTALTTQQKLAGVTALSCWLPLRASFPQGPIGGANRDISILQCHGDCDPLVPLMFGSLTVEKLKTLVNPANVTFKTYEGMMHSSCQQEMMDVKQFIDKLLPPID
ZTA DNA inh = counter-screen for EBNA-1 inhibitors: inhibitors of Epstein-Barr virus ZTA | 0.15% of 320,000 active | ZTA-DNA binding, fluorescence polarization | P03206 | inhibition, % at 11 µM; in the data active = inhibition above about 33%
GSTO1 counter = inhibitors of recombinant GSTO1, primary screen, counter-screen for RBBP9 inhibitor project, biochemical, fluorescence polarization. activity-based probe fluorescence polarization. AID 1974, 2009. inhibition, % at 5.96 µM. 1.1% of 300,000 active;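 active = inhibition above the campaign mean inhibition plus 3 SD, cut at about 35% in these data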;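 also: 0% = GSTO1-1 with DMSO and 100% = wells lacking GSTO1-1 enzyme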
PAFAH2 inh = PAFAH2 enzyme inhibitors, primary screen, biochemical, fluorescence polarization, human. Platelet-activating factor acetylhydrolase 2, cytoplasmic (Homo sapiens), Q99487. recombinant PAFAH2, FP-rhodamine activity probe. inhibition, % at 3.39 µM. 0.99% of 340,000 active;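 active = inhibition above the mean over all tested compounds plus 3 SD, cut at about 30% in these data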;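 also: inhibitors block probe labeling of enzyme so polarization drops; 0% = enzyme with DMSO and 100% = wells lacking PAFAH2 protein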
EBNA-1 inh = EBNA-1 DNA-binding inhibitors, primary screen, biochemical, fluorescence polarization | 0.34% of 300,000 active | inhibition, % at 14.8 µM | AID 1950, 2009; in the data active = inhibition above about 28%
PAFAH1B3 FP inh = PAFAH1B3 enzyme inhibitors, primary screen, biochemical, fluorescence polarization, human. inhibition, % at 3.39 µM. Platelet-activating factor acetylhydrolase IB subunit alpha1 (Homo sapiens), Q15102. 0.28% of 340,000 active. recombinant PAFAH1B3, FP-rhodamine probe;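 active = inhibition above the screen-wide average of all tested compounds plus 3 SD, cut at about 25% in these data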;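 also: 0% = enzyme with DMSO only and 100% = wells lacking PAFAH1B3 protein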
PREPL inhibitor = PREPL enzyme inhibitors, primary screen, biochemical, fluorescence polarization | Prolyl endopeptidase-like (Homo sapiens), Q4J6C6 | recombinant PREPL, fluorescence polarization activity-based probe | inhibition, % at 5.96 µM | 0.68% of 320,000 active; in the data active = inhibition above about 43%;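 also: 0% = enzyme with DMSO and 100% = wells lacking enzyme; many of its hits are not listed in these tables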
* = called active by the depositor; nt = not tested or not shown.

Results follow in this order: LYPLA2 counter	PAD4 FP inh	LYPLA1 counter	ZTA DNA inh	GSTO1 counter	PAFAH2 inh	EBNA-1 inh	PAFAH1B3 FP inh	PREPL inhibitor
OCC1(CO)COC(c2cccnc2)N1 (configuration not stated)
 : 1.4	-1.2	1.9	-7.4	-3.4	-0.2	-0.7	-1.9	-1.1
COc1ccc(CN2C(=O)NC(=O)/C(=C/c3ccc([N+](=O)[O-])s3)C2=O)cc1
 : -7.0	-47.9	-3.0	7.1	27.1	63.4*	7.1	46.5*	18.0
CCNC(=S)N(C)CCc1cc2c(c(OC)c1C=C1C(=O)N(C)C(=O)N(C)C1=O)OCO2
 : 10.5	-0.2	6.0	-9.8	-10.6	nt	6.4	nt	5.9
O=c1[nH]c(O)c(N=Nc2ccc(SC(F)F)cc2)c(=O)[nH]1
 : 2.6	-2.2	-0.7	-9.6	3.0	4.2	-7.7	0.0	-5.5
COc1ccc2[nH]cc(CCNCc3cccnc3)c2c1
 : -1.6	-1.7	-2.7	-7.7	-1.7	-6.1	-8.3	-0.9	7.1
CCC1(c2ccc(-c3ccccc3)cc2)C(=O)NC(=O)NC1=O
 : 3.1	-6.1	1.2	-18.9	5.7	2.1	-11.4	18.1	-0.9
N[C@@H]1CCCC[C@H]1N.O=C(O)C(=O)O.[Pt]
 : 0.6	-4.8	3.1	-5.2	20.4	nt	3.3	nt	-2.4
Cc1cccc(-n2c(O)c(C=Nc3ccc(Br)cn3)c(=O)[nH]c2=O)c1
 : -1.9	4.7	-2.9	-1.6	5.9	5.3	1.1	10.5	-0.6
CCCC1(CCC)C(=O)NC(=NCc2ccccc2)NC1=O
 : -10.7	-2.5	0.8	-1.9	4.1	-6.4	-6.7	-2.0	2.1
CCCCn1c(=O)c(C(=O)Nc2ccsc2C(=O)OC)c(O)c2ccccc21
 : -3.8	-1.6	2.6	-10.6	-0.6	-7.3	6.5	6.6	-6.2
COP(=O)(OC)C(Nc1ccccn1)c1ccccc1 (configuration not stated)
 : -4.4	1.8	0.4	0.1	8.2	0.1	6.9	-8.0	11.8
Cc1ccc2c(c1)C(c1ccccc1)NCC(=O)N2 (configuration not stated)
 : -1.6	-1.2	-2.2	9.4	3.0	1.6	4.8	5.7	-4.5
Cc1ccc2cccc(OC(=O)N3CCCC3)c2n1
 : 0.8	0.2	-3.5	7.0	-3.0	-0.3	9.9	6.6	1.0
COc1ccc(C(=O)C2CCCN(C3CSCCSC3)C2)c(OC)c1 (configuration not stated)
 : -0.6	-0.7	-4.9	-1.0	-4.4	0.0	16.9	7.7	-11.7
C=CCNC(=O)c1c(N)n(Cc2ccco2)c2nc3ccccc3nc12
 : -8.5	-12.2	-5.3	1.9	17.8	1.4	5.5	5.3	6.1
CC[N+]12CCC(CC1)C(C(O)(c1ccccc1)c1ccccc1)C2 (configuration not stated)
 : 1.4	0.5	-0.9	3.3	-10.3	-5.3	6.0	5.7	-1.4
O=c1c2ccccc2nc(-c2ccc(Cl)cc2Cl)n1-c1nccs1
 : -1.1	2.0	0.1	-5.2	-4.8	-1.5	14.8	5.8	-7.8
Cc1ccsc1C(=O)C1CCCN(Cc2c(C)nn(C(C)C)c2C)C1 (configuration not stated)
 : 3.2	-5.0	3.6	-2.8	-2.4	-1.7	-12.0	3.9	0.5
O=[N+]([O-])c1ccc(NCCO)c2ncccc12
 : 13.6	-0.9	-1.0	-0.2	1.1	0.9	-13.7	7.2	3.1
N#CCCn1cc(C(=O)Nc2ccc([N+](=O)[O-])cc2)c(-c2ccc3c(c2)OCCO3)n1
 : -3.7	-5.4	-2.3	6.3	-4.6	3.5	-2.9	10.0	-7.4
CCCc1c(C)nc(SCC(=O)C(C)(C)C)nc1OC(=O)N(C)C
 : -1.6	0.1	-2.5	-4.1	3.2	0.5	-8.3	3.9	4.2
CC12CN3CC(C)(CN(C1)C3c1cccs1)C2=O (configuration not stated)
 : -1.9	0.5	-1.2	10.6	0.2	-4.9	-7.6	8.6	12.2
N#Cc1ccc(/C=C/C(=O)O)cc1
 : 3.6	3.0	-1.2	1.3	-5.1	-3.5	5.3	-2.1	1.5
CN1CCN(CCC(C#N)(c2ccccc2)c2ccccc2)CC1
 : 2.0	-4.7	0.7	-1.6	3.4	4.9	0.5	9.6	-16.1
CC/C(CC(c1ccccc1)c1c(O)c2ccccc2oc1=O)=N\NC(N)=S (configuration not stated)
 : -5.3	-0.8	-1.8	0.8	-7.3	-0.4	8.8	7.5	-3.0
Cc1cccc(-n2c(O)c(C=NCCCN3CCOCC3)c(=O)[nH]c2=O)c1C
 : 2.7	-2.9	3.1	-8.7	-7.2	7.2	-5.8	-1.8	-2.8
C=CCn1c(O)c(/C=C2\C=Nc3ccccc32)c(=O)[nH]c1=O
 : -1.4	-0.9	-0.1	-3.0	4.2	nt	3.3	nt	-3.8
CN1CCCN(C(=O)COc2ccccc2)CC1
 : -2.4	-8.8	-5.8	-4.0	-2.1	0.1	-2.9	1.0	9.7
CCOC(=O)C1=C(N)Oc2ccccc2C12C(=O)N(CC(=O)OC)C(CC(=O)OC)=C2C(=O)OC (configuration not stated)
 : 1.1	-3.7	0.3	-7.7	1.2	2.8	4.6	-0.8	-0.8
Cn1c(O)c(C=NCc2ccco2)c(=O)n(C)c1=O
 : 2.6	0.0	1.6	1.7	3.6	-0.1	-4.0	-0.9	-1.9
O=c1[nH]c(=O)n(-c2cccc(Cl)c2)c(O)c1/C=N/c1ccccn1
 : 4.9	-3.7	4.2	-10.3	6.6	6.4	4.8	6.5	-2.2
CC(NCc1ccc(Cl)cc1Cl)C(O)c1ccccc1 (configuration not stated)
 : 2.4	-0.5	-0.5	-0.1	7.3	2.8	7.9	-2.7	11.9
O=C1C2CCN(CC2)C1Cc1ccccc1O (configuration not stated)
 : 1.4	-1.5	-1.6	-6.4	11.1	nt	5.2	nt	5.7
COC(=O)C1=C(c2ccc(C(C)=O)cc2)C[C@@H]2CC[C@H]1N2C(=O)N1CCOCC1
 : 0.7	0.6	-1.6	-7.7	nt	0.3	nt	0.0	0.8
COc1ccc2c(c1OC)C(=O)OC2C1c2cc3c(cc2CCN1C)OCO3 (configuration not stated)
 : 5.1	1.0	0.7	3.5	-2.6	1.3	13.5	1.5	5.3
Cc1cc(N2CCN(C)CC2)nc2ccccc12
 : -6.2	-4.0	-1.8	-6.8	3.1	-6.3	-2.0	4.6	4.8
Cc1cccc(-n2c(C)nc3ccccc3c2=O)c1C
 : -2.8	-2.5	-0.5	2.3	-6.9	-6.7	5.0	2.0	4.1
Cc1csc(NC(=O)C(Cl)c2ccccc2)n1 (configuration not stated) (tested in a mixture with another compound)
 : 3.9	-1.1	-1.5	6.7	24.1	nt	-1.0	nt	5.5
CCOC(=O)c1c(NC(NC(=O)CF)C(Cl)(Cl)Cl)sc2c1CCCC2 (configuration not stated)
 : 5.7	0.9	0.7	1.3	3.7	2.1	1.6	0.6	7.6
COC(=O)C1=C(c2ccc(F)cc2OCc2ccccc2)C[C@@H]2CC[C@H]1N2C(=O)NCc1cc(C)oc1C(F)(F)F
 : nt	3.1	nt	nt	nt	-13.7	nt	7.6	-1.1
CC(C)N1CCN(Cc2cccc3c2OCO3)CC1CCO (configuration not stated)
 : 1.1	-3.1	0.6	-17.7	-2.5	5.2	-7.9	-4.2	5.4
O=P(OCC(F)(F)C(F)F)(N1CCOCC1)N1CCOCC1
 : -6.4	1.5	0.8	15.4	2.5	-5.6	12.1	4.9	6.5
CCOC(=O)C1=C(C)OC(N)=C(C(=O)OCC)C12C(=O)Nc1ccc(Br)cc12 (configuration not stated)
 : 4.2	2.2	-0.2	-1.4	8.4	-5.2	-3.9	1.0	-0.3
COc1ccc(-n2c(/C=C3\C(=O)Nc4ccccc43)nc3ccccc3c2=O)cc1
 : 3.9	0.1	1.4	-3.2	12.2	-2.1	0.5	8.5	7.5
O=P(Oc1ccccc1)(Oc1ccccc1)C(O)c1ccccc1 (configuration not stated)
 : 8.3	-2.1	0.5	-5.7	-43.8	30.1*	1.0	4.5	8.2
Cc1cc(OCC(=O)OC(C)C)c2c3c(c(=O)oc2c1)CCCC3
 : -6.7	0.3	-1.9	1.1	1.6	2.4	6.2	8.1	6.2
Cc1cccc([N+](=O)[O-])c1
 : 5.7	-1.4	1.1	12.8	nt	0.1	nt	4.9	1.3
CCOc1ccc(NC2=NCCCS2)cc1
 : 6.6	-0.5	4.0	0.7	-0.8	4.7	5.9	3.6	17.4
COC(=O)C1=C(c2cc3ccccc3s2)C[C@@H]2CC[C@H]1N2C(=O)N1CCC(C)CC1
 : -0.8	0.0	-3.0	-1.4	0.9	1.6	1.5	15.7	4.6
N/C(=N\[N+](=O)[O-])N/N=C/c1ccc(O)cc1
 : -1.6	-2.9	-3.6	4.1	2.6	-1.5	4.4	0.3	3.1
Cc1nn(C)c(C)c1/C=C1/CC2C3CC=C4CC(O)CCC4(C)C3CCC2(C)C1=O (configuration not stated)
 : -13.8	4.5	-4.7	-2.2	-4.4	-7.0	8.2	3.4	6.8
Cn1c(O)c(C=Nc2ccccc2-c2ccccc2)c(=O)n(C)c1=O
 : 0.8	-6.6	-0.5	-1.5	-8.5	1.6	-8.2	6.9	15.4
CCOC(=O)C1(CCc2ccccc2)CCN(C(C)CSC)CC1 (configuration not stated)
 : 2.3	-5.1	5.5	4.5	5.2	3.2	8.7	3.5	-33.3
CCOc1ccc(Cl)cc1CNCCc1ccc(F)cc1
 : -3.3	-1.0	-0.7	-8.2	3.3	-0.8	0.5	10.8	-35.3
COc1ccc(N2C(=O)NC(=O)/C(=C/c3cccc(OC(=O)c4cccs4)c3)C2=O)cc1Cl
 : -0.3	-3.4	-6.4	-1.2	10.9	nt	-5.0	nt	36.0
CCCc1nnc(NC(=O)CCC(=O)N2CCN(CCOC(c3ccccc3)c3ccccc3)CC2)s1
 : -5.8	0.1	-1.8	-5.0	3.2	8.4	-3.2	-4.3	-5.0
CN1CCN(c2cc(N3CCNCC3)ccc2[N+](=O)[O-])CC1
 : -3.9	1.6	-0.7	1.1	-2.1	5.6	-1.4	6.4	15.7
O=C(Cc1ccccc1)OCn1nnc2ccccc2c1=O
 : 9.1	-2.4	1.4	-6.0	-2.5	0.2	-5.2	-3.5	-3.1
O=C(O)CCn1cc(C=C2C(=O)NC(=O)NC2=O)c(-c2cc3ccccc3oc2=O)n1
 : -2.2	-4.3	-2.8	9.9	2.9	-0.8	-5.7	14.4	-8.1
Cc1cc(N=Nc2ccccc2C)ccc1N
 : 5.8	-4.8	1.0	-2.0	-4.3	2.5	4.2	2.0	8.7

Reformatted: 2 of the compounds above
Compound,LYPLA2 counter,PAD4 FP inh,LYPLA1 counter,ZTA DNA inh,GSTO1 counter,PAFAH2 inh,EBNA-1 inh,PAFAH1B3 FP inh,PREPL inhibitor
Cc1nn(C)c(C)c1/C=C1/CC2C3CC=C4CC(O)CCC4(C)C3CCC2(C)C1=O (configuration not stated),-13.8,4.5,-4.7,-2.2,-4.4,-7.0,8.2,3.4,6.8
Cn1c(O)c(C=Nc2ccccc2-c2ccccc2)c(=O)n(C)c1=O,0.8,-6.6,-0.5,-1.5,-8.5,1.6,-8.2,6.9,15.4

Not all compounds are listed, so the mix of outcomes need not match the whole.
